TRb-SRC2 inh – disrupts binding of human TR beta to SRC2; P10828; actives 0.065% (n = 280,000); TRbeta-SRC2 peptide binding, fluorescence polarization; receptor liganded with 1 µM T3; AID 1469; Potency, µM (titrated, usually from 106 µM), inactives show at the top dose activity change, negative = inhibition, most hits filed as inhibitors;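 also: potency is read from the fitted curve at half-maximal effect; plate controls were bound peptide for no effect and peptide without receptor for full effect; nearly all actives have a fitted effect of over 50% in size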
Target sequence (P10828 whole entry, looked up): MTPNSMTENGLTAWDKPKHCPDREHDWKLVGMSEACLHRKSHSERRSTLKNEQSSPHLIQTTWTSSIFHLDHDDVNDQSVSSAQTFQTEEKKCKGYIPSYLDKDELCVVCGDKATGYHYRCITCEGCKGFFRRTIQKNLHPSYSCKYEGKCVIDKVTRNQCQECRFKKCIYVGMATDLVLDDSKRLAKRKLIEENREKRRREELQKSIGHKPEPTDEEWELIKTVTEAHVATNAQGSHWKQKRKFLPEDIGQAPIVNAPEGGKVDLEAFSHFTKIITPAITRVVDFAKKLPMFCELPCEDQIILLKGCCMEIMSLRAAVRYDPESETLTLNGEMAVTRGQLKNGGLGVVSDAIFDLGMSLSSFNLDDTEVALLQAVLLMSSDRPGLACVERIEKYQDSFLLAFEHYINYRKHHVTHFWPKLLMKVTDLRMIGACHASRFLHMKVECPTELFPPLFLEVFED
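Assay buffer: 20 mM Tris-HCl, 100 mM NaCl, 10% glycerol, 1 mM EDTA, 0.01% NP-40, 1 mM DTT, 1 uM T3, 5% DMSO; TRb LBD 0.6 uM, Texas Red SRC2 20 nM; FP after 5 hr.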
TexasRed fluor – alters Texas Red total fluorescence, flagging assay interference; actives 0.29% (n = 280,000); TRb/SRC2 Texas Red total fluorescence interference; Potency, µM (series often up to 106 µM), for the others: top-dose fluorescence change, negative = quenching; active = well fitted curve in either direction with a large enough effect; inconclusive = small, poorly fitted or top-dose-only effect; also: potency is read from the fitted curve at half-maximal effect; % is scaled to controls: 0 for no effect and ±100 for the full control effect
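Flags fluorescent or light-absorbing compounds by total fluorescence, S + 2P, at 555 nm excitation and 632 nm emission. Mixture: 20 nM Texas Red SRC2 peptide, 0.6 uM human TRb LBD, 1 uM T3, 5% DMSO; compound exposure 5 h at ambient temperature.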
Tau fluor counter – counter-screen for tau fibril formation inhibitors; tau K18 P301L Alexa594 fluorescence, heparin fibrillization; Potency, µM (doses to about 57.7 µM), inactives show top-dose activity change, negative = decrease; actives 0.93% (n = 280,000); AID 1463; also: potency is read from the fitted curve at half-maximal effect; % is scaled to controls: 0 for no effect and ±100 for the full control effect; nearly all actives have a fitted effect of over 55% in size
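Human tau K18 P301L (15 uM unlabeled, 0.24 uM Alexa 594-labeled) in 100 mM sodium acetate pH 7 with 20 uM heparin, 6 hr at 37 C. ThT 30 uM added, 1 hr ambient; Alexa 594 FP and total fluorescence read at 555/632 nm.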
GLA spleen mod – alpha-galactosidase A (human) modulation | P06280 | human spleen homogenate, 4MU-alpha-Gal fluorescence, 40 min | Potency, µM (top dose mostly 80 µM), inactives show at the highest dose activity change, negative = inhibition, hits mostly inhibitors | actives 0.008% (n = 240,000);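 also: potency is read from the fitted curve at half-maximal effect; 0% = enzyme with vehicle and -100% = no enzyme basal signal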
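Spleen homogenate 1 ug + cpd (titration) + 4-MU-alpha-D-galactopyranoside 1 mM; 37C 40 min; 50 mM citrate/phosphate pH 5.0, 0.01% Tween-20; stop pH 10; fluorescence 365/440; AC50 via Hill.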
Epigenetic derep – derepresses silenced GFP reporter in murine cells; Potency, µM (doses to about 53.9 µM), inactives show at the highest dose GFP activation, most hits filed as activators; murine LDR cells, GFP reporter derepression, 30 h; actives 0.2% (n = 280,000); also: potency is read from the fitted curve at half-maximal effect; % of control where 0% means no effect; nearly all actives have a fitted effect of over 60% in size
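Murine LDR cells bearing a silenced CMV-driven GFP reporter were exposed to compound for 30 h at 37 C. After PBS washes, GFP-positive cells (20-120 um objects) counted by laser-scanning microplate cytometry.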
CBFb-RUNX1 inh – CBF-beta/RUNX1 interaction disruption | Q01196+Q13951 | AlphaScreen CBFb-His/RUNX1-biotin binding, biochemical | Potency, µM (doses to about 59.8 µM), inactives show top-dose activity, negative = inhibition, actives largely listed as inhibitors | 230,000 tested, under 10 active; also: % of control where 0% means no effect
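His-tagged CBF-beta and biotinylated RUNX1 (30 nM each) were premixed 20 min at room temperature, exposed to compound for 15 min, then given nickel-chelate and streptavidin AlphaScreen beads (50 ng each). After 90 min, AlphaScreen signal was read.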
NPSR antag – blocks cAMP signaling of the human neuropeptide S receptor; Q6W5P4; CHO-NPSR cells, cAMP TR-FRET, antagonist mode; Potency, µM (titrated, usually from 38.3 µM), without a hit: at the highest dose activity change, negative = inhibition, hits mostly inhibitors; actives 1% (n = 220,000); also: potency is read from the fitted curve at half-maximal effect; % is scaled to controls: 0 for no effect and ±100 for the full control effect; nearly all actives have a fitted effect of over 50% in size; many of its hits are not listed in these tables
Target sequence (Q6W5P4 whole entry, looked up): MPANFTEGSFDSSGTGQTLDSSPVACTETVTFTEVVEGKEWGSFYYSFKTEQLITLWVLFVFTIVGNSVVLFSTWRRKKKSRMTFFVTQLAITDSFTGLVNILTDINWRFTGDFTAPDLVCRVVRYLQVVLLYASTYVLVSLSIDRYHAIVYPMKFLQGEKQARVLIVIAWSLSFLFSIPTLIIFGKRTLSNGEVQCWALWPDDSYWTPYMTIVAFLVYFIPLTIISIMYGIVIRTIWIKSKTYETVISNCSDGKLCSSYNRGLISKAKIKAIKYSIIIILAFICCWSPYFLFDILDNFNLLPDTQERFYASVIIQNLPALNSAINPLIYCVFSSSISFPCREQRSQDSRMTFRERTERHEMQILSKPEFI
Tau FP inhib – inhibitors of human tau fibril formation; P10636; Potency, µM (doses to about 57.7 µM), for the others: at the top dose activity, negative = inhibition, usual class: inhibitors; K18 P301L tau heparin fibrillization, Alexa594 FP, 6 h; actives 0.39% (n = 280,000); AID 1468; also: potency is read from the fitted curve at half-maximal effect; % is scaled to controls: 0 for no effect and ±100 for the full control effect; nearly all actives have a fitted effect of over 55% in size
Target sequence (P10636 561-689 P618L limits assumed): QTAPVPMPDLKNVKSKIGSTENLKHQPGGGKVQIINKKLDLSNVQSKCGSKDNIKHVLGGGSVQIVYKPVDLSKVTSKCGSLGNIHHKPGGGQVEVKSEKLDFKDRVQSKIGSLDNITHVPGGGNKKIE
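Human K18 P301L fragment (15 uM unlabeled plus 0.24 uM Alexa 594-labeled) in 100 mM sodium acetate pH 7 with compound, aggregation induced by 20 uM heparin for 6 hr at 37 C. ThT (30 uM) added for 1 hr, then Alexa 594 FP read.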
Numbers without * were called inactive; ? = inconclusive; . = not tested or not shown; [ ] = dose if it differs, or a comment. Unless noted, calls follow the shape of the dose curve; as a rule, active = well fitted curve in the direction sought with a large enough effect; inconclusive = small, poorly fitted or top-dose-only effect, or another doubt; inactive = no such curve, though single readings can be large; an effect the other way counts as inactive or inconclusive.

Structure,TRb-SRC2 inh,TexasRed fluor,Tau fluor counter,GLA spleen mod,Epigenetic derep,CBFb-RUNX1 inh,NPSR antag,Tau FP inhib
CN(C)c1ccc(C(=O)/C=C/c2ccco2)cc1,3%,-8%,-26%,-14%,-2.2%,?,-18%,-5%
CCOC(=O)N1CCN(C(=O)CSc2ccc(-c3ccncc3)nn2)CC1,4%,-6%,-2%,-3%,2.3%,-4%,2%,1%
CC(C)NS(=O)(=O)c1ccc(CCC(=O)N2CCc3ccccc3C2)cc1,-6%,-1%,-6%,6%,1.0%,2%,-3%,-3%
COc1cccc(CN2CCN(Cc3cccn3-c3cccnc3)CC2CCO)c1 (stereo unspecified),-4%,0%,1%,4%,2.5%,2%,-9%,0%
COC(=O)c1c(NC(=O)CSc2ncnc3[nH]ncc23)sc2c1CCC2,9%,-5%,-12%,2%,?,2%,-13%,-9%
O=C(NC(=S)Nc1ccc(Cc2ccncc2)cc1)c1ccc(F)cc1,-8%,-4%,-15%,4%,-1.1%,-15%,-21%,-8%
CC(=O)OCc1cc(-c2nn(C)c(=O)c3ccccc23)ccc1C,2%,0%,-4%,-3%,3.0%,4%,-21%,-8%
COc1cc(C(=O)Nc2cc(Cl)ccc2C)c(-n2cnnn2)cc1OC,1%,-5%,7%,-12%,0.0%,3%,-8%[46.1 µM],8%
CCN(C(C)=O)c1ccc(Oc2nc(OC)cc(OC)n2)cc1,-7%,-6%,-8%,13%,0.0%,24%,15%,-1%
Cc1cc(SCc2ccccc2)nc(=O)[nH]1,-2%,-5%,-11%,-14%,-0.9%,1%,-10%[46.1 µM],-9%
Cc1ccc(Nc2sc(C(=O)c3ccccc3)c(N)c2S(=O)(=O)c2ccccc2)c(C)c1,2%,-3%,-2%,.,-1.2%,.,.,-8%
CCc1cc(C(=O)OC)c(NC(=O)CC2Nc3cc(C)c(C)cc3NC2=O)s1 (stereo unspecified),-3%,-1%,-23%,0%,?,-4%,9%,-3%
Cc1ccc(Cn2c(CN3CCC(C(=O)O)CC3)cc3ccccc32)cc1,-3%,-1%,-2%,.,-4.5%,.,.,3%
CCCOc1ccc(C(=O)CCN2CCN(C(=O)OCC)CC2)cc1,2%,-2%,-9%,1%,2.8%,1%,25%,-8%
CC(C)(C)C(=O)NC(CC(=O)O)c1ccccc1 (stereo unspecified),-1%,2%,1%,-6%,-0.2%,7%,11%,2%
CCn1c(SCc2nc(-c3ccccc3)no2)nc2ccccc21,-4%,-4%,-17%,-1%,0.8%,16%,-10%[46.1 µM],4%
C=CCn1c2ccccc2c2nnc(SCCCn3c(=O)[nH]c4ccccc43)nc21,-12%,-1%,-27%,0%,-0.9%,-12%,?,6%
Cc1ccc(OCCCC(=O)Nc2nnc(C3CCCO3)s2)c(C)c1 (stereo unspecified),2%[53 µM],-1%[53 µM],-2%,-15%,3.0%,-3%,8%,-1%
Cc1ccc(S(=O)(=O)NCC(=O)OCC(=O)N2N=C(c3ccc(Cl)cc3)CC2c2ccco2)cc1C (stereo unspecified),6%,-1%,-11%,1%,-0.6%,-2%,-19%,5%
COc1ccc(-n2ncc(C(=O)N3CCN(C4CCCCC4)CC3)c2C2CCN(C(=O)OC(C)(C)C)CC2)cc1,1%,-15%,5%,.,-0.4%,.,.,1%
CC(CN1CCCCC1)OC(=O)Cc1ccc(Cl)cc1 (stereo unspecified),-11%,0%,0%,2%,0.1%,9%,12%[46.1 µM],1%
COc1ccc(-c2nc(CS(=O)CC(=O)NCc3ccccc3Cl)c(C)o2)cc1OC (stereo unspecified),-7%,-1%,-7%,.,-0.3%,.,.,-2%
COc1ccc(-c2nc(C)c(CCNC(=O)c3cccs3)s2)cc1OC,-1%,-1%,-25%,.,1.1%,.,.,-13%
CCOc1ccc(C(=O)N2CCN(c3cccc(C)c3C)CC2)cc1,-9%,0%,-5%,8%,-2.4%,6%,?,-2%
Cc1cccc(Nc2nnc(SCC(=O)Nc3cccc(S(=O)(=O)N4CCCCC4)c3)s2)c1,-1%,1%,13µM*[quencher],6%,0.9%,-25%,-16%,-25%

For convenience, part of the list above.
Structure,TRb-SRC2 inh,TexasRed fluor,Tau fluor counter,GLA spleen mod,Epigenetic derep,CBFb-RUNX1 inh,NPSR antag,Tau FP inhib
CN(C)c1ccc(C(=O)/C=C/c2ccco2)cc1,3%,-8%,-26%,-14%,-2.2%,?,-18%,-5%
CCOC(=O)N1CCN(C(=O)CSc2ccc(-c3ccncc3)nn2)CC1,4%,-6%,-2%,-3%,2.3%,-4%,2%,1%
CC(C)NS(=O)(=O)c1ccc(CCC(=O)N2CCc3ccccc3C2)cc1,-6%,-1%,-6%,6%,1.0%,2%,-3%,-3%
COc1cccc(CN2CCN(Cc3cccn3-c3cccnc3)CC2CCO)c1 (stereo unspecified),-4%,0%,1%,4%,2.5%,2%,-9%,0%
COC(=O)c1c(NC(=O)CSc2ncnc3[nH]ncc23)sc2c1CCC2,9%,-5%,-12%,2%,?,2%,-13%,-9%
O=C(NC(=S)Nc1ccc(Cc2ccncc2)cc1)c1ccc(F)cc1,-8%,-4%,-15%,4%,-1.1%,-15%,-21%,-8%
CC(=O)OCc1cc(-c2nn(C)c(=O)c3ccccc23)ccc1C,2%,0%,-4%,-3%,3.0%,4%,-21%,-8%

(next part)
Structure,TRb-SRC2 inh,TexasRed fluor,Tau fluor counter,GLA spleen mod,Epigenetic derep,CBFb-RUNX1 inh,NPSR antag,Tau FP inhib
COc1ccc(-n2c(=O)c(CCC(=O)N(C)Cc3ccccc3C)nc3ccccc32)cc1,23%,12%,-8%,-9%,-1.7%,-4%,-39%,-11%
COc1ccccc1-c1nnc(C2CCN(C(=O)c3ccc(C)cc3)CC2)o1,5%,1%,-10%,.,3.1%,.,.,-3%
Cc1ccc(C(=O)N2CCN(S(=O)(=O)c3ccc(C)cc3)CC2)cc1,-8%,-1%,4%,-3%,1.3%,-4%,-12%,0%
O=C(COC(=O)COc1ccccc1)Nc1ccccc1OC(F)F,-4%,-2%,-2%,0%,-0.2%,0%,19%[46.1 µM],4%
O=C(OCc1ccccn1)c1ccc(COc2ccccc2Cl)o1,8%,-2%,-17%,-7%,3.8%,13%,17%[46.1 µM],9%
O=C(COc1ccc(Cl)cc1)Nc1cc(-c2ccccc2)no1,3%,-12%,-7%,.,-1.9%,.,.,?
C=CCn1c(SCC(=O)NC2CCS(=O)(=O)C2)nc2sc(CC)cc2c1=O (stereo unspecified),-9%,-1%,-2%,1%,2.7%,-2%,-9%[46.1 µM],2%
O=C(NCCS(=O)(=O)N1CCN(c2ccccc2)CC1)C1CC(=O)N(c2ccc(F)cc2)C1 (stereo unspecified),-2%,-5%,0%,.,0.0%,.,.,4%
NS(=O)(=O)c1ccc(-n2ncc3c(=O)[nH]c(SCC(=O)Nc4nccs4)nc32)cc1,2%,-2%,-17%,1%,0.6%,4%[2.36 µM],0%,-8%
CSCCC(NS(=O)(=O)c1cccs1)C(=O)NCc1ccc(C)cc1 (stereo unspecified),-5%,-1%,-3%,4%,?,0%,7%,0%
COc1ccc(/C=N/NC(=O)c2ccncc2)cc1COc1ccc(NC(C)=O)cc1,-1%,0%,-21%,3%,-1.8%,1%,-4%,4%
O=[N+]([O-])c1ccc(NC(=S)NCC(c2cccnc2)N2CCOCC2)cc1 (stereo unspecified),-2%,-2%,?,-12%,0.9%,4%,-11%,-8%
Clc1ccc(OCc2nn3c(-c4ccco4)nnc3s2)cc1,14%,-1%,-16%,1%,-1.6%,5%,?,8%
CCN(CC)C(=O)N1CCc2ccccc21,5%,2%,-4%,2%,4.9%,2%,16%,2%
CCn1c(/C=C/c2ccc([N+](=O)[O-])o2)nc2ccccc2c1=O,-10%,1%,-8%,-18%,3.5µM*,3%,-1%[46.1 µM],3%
COc1ccccc1N1CCN(C(=O)c2cc3c(=O)n(Cc4cccs4)ccc3nc2C)CC1,5%,-4%,-5%,.,0.0%,.,.,11%
Cn1nc(C(=O)NCc2cccs2)c2ccccc2c1=O,1%,0%,22%,3%,0.0%,-1%,29%,7%
CCCn1cc(S(=O)(=O)c2ccc(CC)cc2)c(=O)c2cc(F)c(N3CCN(C)CC3)cc21,4%,9%,0%,.,-1.2%,.,.,0%
CC(C)Cn1c(O)c(N=NC(=O)c2cccc(S(=O)(=O)N3CCCCC3)c2)c2ccccc21,-6%,-1%,-19%,-8%,-3.0%,-2%,-40%,5%
COc1ccc(CCNC(=O)C(=O)NCC2CCCO2)cc1 (stereo unspecified),1%,1%,1%,1%,-2.0%,-1%,6%[46.1 µM],-1%
CCOc1c(Cl)cc(C(=O)Nc2ccccc2C(=O)O)cc1Cl,0%,-1%,3%,6%,13%,6%,-8%[46.1 µM],?
CN(C)S(=O)(=O)c1ccc2nnn(O)c2c1,0%,-1%,4%,-4%,-3.7%,3%,16%,-6%
CCCCCCCn1c(NC(=O)CC)nc2ccccc21,2%,2%,-11%,0%,?,2%,?,2%
CCCCN1C=CC(=C2N=c3cccc([N+](=O)[O-])c3=N2)C=C1,5%,2%,-1%,3%,-1.5%,?,9%,0%
CC1CCCCC1NC(=O)C1CCN(S(=O)(=O)N2CCC3(CC2)OCCO3)CC1 (stereo unspecified),-10%,-2%,0%,4%,-1.1%,1%,-6%[46.1 µM],0%

Screening results as filed in PubChem.

These rows are one share of the data; count on the stated rates, not on these rows.
